EPAC1 agonist – qHTS for Agonist of cAMP-regulated guanine nucleotide exchange factor 3 (EPAC1): primary screen; EPAC1 agonist qHTS, biochemical assay; response scale: 100% = response to 6.5 mM cAMP; actives 0.073% (n = 360,000); Potency, µM (top dose mostly 154 µM), inactives show at the highest dose activation, usual class: activators; Rap guanine nucleotide exchange factor 3 (Homo sapiens), O95398; AID 720707, 2013; further: potency means the concentration at half of the fitted maximal effect; nearly all actives have a fitted effect of over 60% in size
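Read-out is the fluorescence drop as BODIPY-GDP leaves Rap1B (480 nm excitation, 540 nm emission), recorded every 5 minutes over 30 minutes. Reactions held 100 nM EPAC1, 250 nM Rap1B–BODIPY-GDP and 50 uM GDP, with 6.5 mM cAMP setting full activation.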
WRN helicase inh – qHTS for Inhibitors of WRN Helicase | WRN helicase unwinding, fluorescent forked duplex, kinetic | Potency, µM (top dose mostly 114 µM), for the others: at the highest dose activity change, negative = inhibition, hits mostly inhibitors | AID 651768, 2012 | actives 0.46% (n = 360,000) | Bifunctional 3'-5' exonuclease/ATP-dependent helicase WRN (Homo sapiens), Q14191; further: potency means the concentration at half of the fitted maximal effect; on the % scale 0 is the no-effect control and ±100 the full control effect; nearly all actives have a fitted effect of over 55% in size
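Kinetic fluorescence helicase assay: unwinding of a quenched forked DNA duplex (100 nM final) with 2 mM ATP final raises red fluorescence (525/598 nm). Compounds sat 15 min at room temperature with 20 nM WRN beforehand.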
PI5P4K alpha inh – qHTS for Inhibitors of phosphatidylinositol 5-phosphate 4-kinase (PI5P4K); Phosphatidylinositol 5-phosphate 4-kinase type-2 alpha (Homo sapiens), P48426; PI5P4Kalpha enzyme, ADP-Glo luminescence, 60 min; hits give low values; max response, %; actives 1.2% (n = 330,000); active means max response of -50% or lower; inconclusive means between -30% and -50%; inactive means -30% or higher; further: value at the top dose of about 77 µM; on the % scale 0 is the no-effect control and ±100 the full control effect
Target sequence (P48426 whole entry, looked up): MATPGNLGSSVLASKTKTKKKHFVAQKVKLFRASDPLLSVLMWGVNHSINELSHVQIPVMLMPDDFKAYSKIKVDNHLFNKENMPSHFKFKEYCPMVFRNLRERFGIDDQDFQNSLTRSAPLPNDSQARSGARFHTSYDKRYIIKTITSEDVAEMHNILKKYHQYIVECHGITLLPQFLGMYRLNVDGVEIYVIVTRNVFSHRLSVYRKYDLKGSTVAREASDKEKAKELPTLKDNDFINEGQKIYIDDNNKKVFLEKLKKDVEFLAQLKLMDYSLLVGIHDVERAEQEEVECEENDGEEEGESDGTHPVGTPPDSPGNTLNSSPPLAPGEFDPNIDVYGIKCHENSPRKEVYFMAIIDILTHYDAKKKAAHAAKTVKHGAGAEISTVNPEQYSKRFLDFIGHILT
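Enzyme plus substrate dispensed, test compounds pinned in, then ATP (5 microM final) added. After 60 min at RT, ADP-Glo reagent 1 for 45 min and reagent 2 for 30 min preceded luminescence imaging.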
PLK1 PBD block – qHTS for Inhibitors of PLK1-PDB (polo-like kinase 1 - polo-box domain): Primary Screen | Serine/threonine-protein kinase PLK1 (Homo sapiens), P53350 | Plk1 PBD binding of FITC phosphopeptide, fluorescence polarization | Potency, µM, for the others: max response, negative = inhibition, actives largely listed as inhibitors | actives 2.8% (n = 360,000) | AID 720504, 2013; further: potency means the concentration at half of the fitted maximal effect; series mostly up to about 57 µM; on the % scale 0 is the no-effect control and ±100 the full control effect; nearly all actives have a fitted effect of over 65% in size
Target sequence (P53350 whole entry, looked up, the tested form may be a part): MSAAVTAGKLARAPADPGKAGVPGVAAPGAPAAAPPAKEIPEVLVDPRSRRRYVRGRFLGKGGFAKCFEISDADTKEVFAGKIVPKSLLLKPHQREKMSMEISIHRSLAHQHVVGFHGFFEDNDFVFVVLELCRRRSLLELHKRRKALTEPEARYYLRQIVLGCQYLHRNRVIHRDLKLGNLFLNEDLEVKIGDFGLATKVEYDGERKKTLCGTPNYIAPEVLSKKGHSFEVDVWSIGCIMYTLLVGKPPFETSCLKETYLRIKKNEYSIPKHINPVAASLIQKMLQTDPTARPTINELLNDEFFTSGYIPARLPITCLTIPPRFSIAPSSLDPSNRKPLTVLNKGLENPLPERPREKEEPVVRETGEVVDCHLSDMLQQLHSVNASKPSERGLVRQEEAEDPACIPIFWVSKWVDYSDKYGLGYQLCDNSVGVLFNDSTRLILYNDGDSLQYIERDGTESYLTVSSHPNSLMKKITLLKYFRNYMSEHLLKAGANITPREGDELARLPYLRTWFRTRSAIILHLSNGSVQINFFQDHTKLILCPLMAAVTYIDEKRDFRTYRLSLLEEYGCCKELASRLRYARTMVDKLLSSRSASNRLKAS
Mm-Cpn inhibitor – Inhibitors of TCP-1 ring complex (TRiC) of Methanococcus maripaludis (MmCpn): qHTS | purified Mm-Cpn ATPase, ADP Transcreener TR-FRET | Potency, µM (top dose mostly 76.9 µM), without a hit: at the highest dose activity, negative = inhibition, hits mostly inhibitors | AID 504842, 2011 | Chaperonin Mm-Cpn (Methanococcus maripaludis) | actives 0.031% (n = 330,000); further: potency means the concentration at half of the fitted maximal effect; on the % scale 0 is the no-effect control and ±100 the full control effect; nearly all actives have a fitted effect of over 80% in size
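ATPase turnover read by TR-FRET ADP competition (Eu cryptate antibody/ADP-d2, 665/590 nm): 10uM ATP final, 25nM Mm-CPN final, 30 min 37degC after 10-min compound preincubation, pH 7.4 Tris/KCl/MgCl2/DTT buffer.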
EPAC1 antag – qHTS for Antagonist of cAMP-regulated guanine nucleotide exchange factor 3 (EPAC1): primary screen; Rap guanine nucleotide exchange factor 3 (Homo sapiens), O95398; EPAC1 GEF assay, Rap1b-BODIPY-GDP exchange fluorescence; Potency, µM (series often up to 115 µM), without a hit: top-dose activity change, negative = inhibition, actives largely listed as inhibitors; actives 0.14% (n = 360,000); AID 720709, 2013;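 further: potency means the concentration at half of the fitted maximal effect; plate controls were vehicle for no effect and positive control for full effect; nearly all actives have a fitted effect of over 50% in size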
CCT modulator – High-Throughput Screening for Modulators of Cytosolic Chaperonin Activity; purified chaperonin ATPase assay, HTRF ADP detection, 30 min; activity change, % (no concentration beside the values), hits read low; actives 0.3% (n = 360,000); in the data active means activity change below about -30%; further: on the % scale 0 is the no-effect control and ±100 the full control effect
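Enzyme 40 or 20 nM (batch-dependent) in Tris pH 7.4/KCl/MgCl2/DTT; cpd 76 uM single point; ATP 10 uM; 30 min 37 °C; Transcreener ADP HTRF detection, 30 min RT; ratio 665/615.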
EPAC2 antag – qHTS for Antagonist of cAMP-regulated guanine nucleotide exchange factor 2 (EPAC2): primary screen; AID 720708, 2013; Potency, µM (top dose mostly 114 µM), inactives show top-dose activity, negative = inhibition, actives largely listed as inhibitors; EPAC2 GEF exchange of Rap1B-BODIPY-GDP, fluorescence; actives 0.18% (n = 360,000); Rap guanine nucleotide exchange factor 4 (Homo sapiens), Q8WZA2; further: potency means the concentration at half of the fitted maximal effect; on the % scale 0 is the no-effect control and ±100 the full control effect; nearly all actives have a fitted effect of over 45% in size; many of its hits are not listed in these tables
The depositor's hits bear a star; ? = inconclusive; nt = no result given; [ ] = another dose, or the depositor's remark. Unless noted, the call rests on the fitted dose curve; in most records, active means well fitted curve in the direction sought with a large enough effect; inconclusive means small, poorly fitted or top-dose-only effect, or another doubt; inactive means no such curve, though single readings can be large; an effect the other way counts as inactive or inconclusive. An excerpt, so the mix of outcomes need not match the whole.

SMILES	EPAC1 agonist	WRN helicase inh	PI5P4K alpha inh	PLK1 PBD block	Mm-Cpn inhibitor	EPAC1 antag	CCT modulator	EPAC2 antag
CSc1ccc(/C=N/N2CCN(Cc3ccccc3)CC2)cc1	15%	7%	4	-1%	0%	22%	0.0	-8%
CCN(C(=O)CN1CCC(C)CC1)c1c(N)n(Cc2ccccc2)c(=O)[nH]c1=O	3%	-5%	1	-8%	-4%	1%	-1.4	-3%
O=[N+]([O-])c1ccc(-c2ccc(/C=N/n3cnnc3)o2)c(Br)c1	-1%	1%	-5	-19%	0%	5%	-1.2	6%
O=C(NCCCO)C(=O)NCC(c1ccc2c(c1)OCO2)N1CCN(c2ccc(F)cc2)CC1 (centres undefined)	4%	0%	7	2%	0%	-15%	0.9	4%
O=C1c2ccccc2NC2(CCCCC2)N1c1ccc(O)cc1	-1%	-16%	-12	-1%	0%	-1%	-0.1	11%
CCC(C)NC(=O)C1=C(C)C(=O)OC12CCC(C)CC2 (centres undefined)	3%	-3%	-8	-7%	0%	-4%	-2.6	-2%
CCc1cc(CNC(=O)CC2C(=O)NCCN2Cc2c(F)cccc2Cl)on1 (centres undefined)	8%	-4%	0	-4%	2%	10%	-3.1	5%
CC1(C)CCCC2(C)C(OCCO)=CC(=O)C=C12 (centres undefined)	9%	5%	0	-15%	nt	-2%	-2.1	9%
CC(=O)N(C)c1ccc(NC(=O)Cc2cccc3ccccc23)cc1	2%	-2%	-2	-2%	nt	-10%	1.9	-9%
C=CCNC(=S)N/N=C/c1ccc(-c2ccc(Cl)cc2Cl)o1	0%	2%	22	4%	nt	-5%	-1.2	4%
O=C(COC(=O)c1cccc(Cl)c1Cl)NC1CCCCCC1	-4%	20%	-3	-8%	nt	7%	2.1	1%
O=C(NCc1ccccc1)c1cc(C2COCCN2C(=O)CCc2ccccc2)on1 (centres undefined)	-11%	6%	14	9%	nt	7%	-5.2	-26%
Cc1ccc(Nc2cc(C)nc(N3CCOCC3)n2)c(C)c1	5%	-11%	3	4%	3%	-2%	-1.2	2%
COc1ccc(C2=C(O)C(C)N(c3ccccc3)C2=N)cc1OC (centres undefined)	-6%	-1%[57.1 µM]	nt	0%	0%	1%	0.7	11%
CCOC(=O)[C@H]1[C@H]2COc3ccc(C)cc3[C@@H]2N2C(=O)CN(Cc3ccc(C)cc3)C(=O)[C@@]12C	10%	-7%	-1	-4%	-3%	-1%	0.4	-8%
C/C(N)=C(/C#N)C(=O)COC(=O)CC1CCCC1	7%	-11%	6	-2%	2%	-1%	-1.1	4%
Cc1cccc(/C=C2\Sc3ccc(C(=O)N4CCCCC4)cc3N(C)C2=O)c1	-3%	-1%	-8	0%	4%	-18%	3.2	-5%
Fc1ccc(NC(=S)Nc2cccnc2)cc1Cl	-12%	3%	-4	-24%	0%	1%	-1.7	-6%
Cc1c(N2C(=O)c3cccc4cccc(c34)C2=O)c(=O)n(-c2ccccc2)n1C	-3%	5%	1	-9%	nt	-8%	-1.6	-5%
COc1ccc(C=NNc2ccc([N+](=O)[O-])cn2)cc1	-4%	6%	-6	0%	nt	10%	-0.4	-8%
COc1ccc(C(C(=O)Nc2c(C)cccc2C)N2CCN(c3ccc(C)cc3)CC2)cc1 (centres undefined)	1%	-4%	6	-1%	nt	5%	nt	3%
COC(=O)c1[nH]c2cc(OC)c(OC)cc2c1/C=N/Nc1ccccc1	-7%	-12%	5	8%	0%	-3%	0.4	-2%
Cc1ccc(NC(=O)C(CC(C)C)NC(=O)C2CCC(C)CC2)nc1 (centres undefined)	9%	-1%	1	-1%	3%	4%	1.8	-5%
CCc1cc(C(=O)Cc2nc3ccccc3s2)c(O)cc1OCC(=O)O	-1%	-19%	-16	-6%	1%	-4%	-4.7	3%
Cc1ccc(S(=O)(=O)NCc2nnc(SCC(=O)Nc3cccc(C)c3C)n2C)cc1	7%	-4%	nt	-8%	0%	6%	-5.1	10%
O=C(NCCS(=O)(=O)N1CCC2(CC1)OCCO2)c1ccc(F)cc1	-4%	-2%	1	-6%	2%	10%	0.3	-3%
C/C(N)=C(\C#N)C(=O)NCc1ccccn1	4%	0%	-3	1%	-1%	-12%	-3.6	0%
COc1ccc(-c2ccc(N)cn2)cn1	2%	0%	-1	-16%	-1%	0%	2.2	0%
O=C(Nc1ccc(F)cc1)c1ccc(S(=O)(=O)N2CCOCC2)o1	-2%	-1%	3	0%	-1%	2%	1.2	?
Cn1c(CCNC(=O)c2ccco2)nc2ccccc21	-5%	12%	-3	0%	-2%	-7%	0.2	10%
O=C(O)c1c[nH]n2c(=S)ncnc12	3%	-5%	-24	8%	nt	-2%	-0.3	1%
O=C(c1nc[nH]c1C(=O)N1CCc2ccccc2C1)N1CCc2ccccc2C1	-6%	0%	0	5%	1%	0%	0.0	-20%
COc1ccc(Cl)cc1N(CC(=O)NC(C(C)C)C(C)C)S(C)(=O)=O	-11%	2%	4	-3%	0%	0%	-2.3	14%
CCOC(=O)c1[nH]c(=O)[nH]c1CN(Cc1ccco1)Cc1[nH]c(=O)[nH]c1C(=O)OCC	12%	-1%	2	-1%	-2%	-15%	1.3	-6%
COC(=O)[C@@H]1C[C@@]2(O)[C@H](O)[C@H](O)[C@H](O)C[C@H]2N1Cc1cc(OC)cc(OC)c1	7%	-3%	-3	-6%	2%	-12%	0.7	14%
CC(Nc1nc(-c2ccncc2)nc2ccccc12)c1ccccc1 (centres undefined)	?	-5%	0	-12%	1%	?	-2.6	0%

Reprinted from the part before: three compounds, followed by the next part.
SMILES	EPAC1 agonist	WRN helicase inh	PI5P4K alpha inh	PLK1 PBD block	Mm-Cpn inhibitor	EPAC1 antag	CCT modulator	EPAC2 antag
CCOC(=O)c1[nH]c(=O)[nH]c1CN(Cc1ccco1)Cc1[nH]c(=O)[nH]c1C(=O)OCC	12%	-1%	2	-1%	-2%	-15%	1.3	-6%
COC(=O)[C@@H]1C[C@@]2(O)[C@H](O)[C@H](O)[C@H](O)C[C@H]2N1Cc1cc(OC)cc(OC)c1	7%	-3%	-3	-6%	2%	-12%	0.7	14%
CC(Nc1nc(-c2ccncc2)nc2ccccc12)c1ccccc1 (centres undefined)	?	-5%	0	-12%	1%	?	-2.6	0%
C[C@@H]1CN([C@@H](C)CO)C(=O)CCCn2nncc2CO[C@@H]1CN(C)C(=O)Nc1cccc(C(F)(F)F)c1	-4%	-5%	7	9%	nt	5%	0.7	-19%
CCc1ccc(N(C(=O)c2ccoc2C)C(C(=O)NC2CCCC2)c2ccc(OC)cc2)cc1 (centres undefined)	11%	-4%	nt	-6%	0%	-2%	-2.4	-10%
CC(C(=O)NCc1ccco1)n1cc([N+](=O)[O-])cn1 (centres undefined)	10%	1%	-3	-7%	0%	2%	-1.0	-1%
Cc1sc(NC(=O)CS(=O)(=O)c2ccccc2)c(C#N)c1C	1%	-10%	8	-9%	1%	-13%	-1.2	9%
CCN(C(=O)CSc1cc(C)c2ccccc2n1)C1CCS(=O)(=O)C1 (centres undefined)	19%	2%	-3	-15%	0%	6%	-8.5	12%
CN(C)N1C(N)=C(C#N)C(c2cccnc2)C2=C1CC(C)(C)CC2=O (centres undefined)	12%	-5%	2	-5%	-1%	5%	1.6	-5%
CCc1nnc(NC(=O)CCC(=O)NCc2ccccc2Cl)s1	1%	2%	-1	-4%	0%	1%	-1.7	1%
CCOc1ccc(C(Nc2ccc(C)cc2)P2(=O)OCCCO2)cc1 (centres undefined)	-1%	-4%	17	-6%	-2%	-7%	0.5	9%
CCOC(=O)c1c(C)[nH]c(C)c1C(=O)CN1C(=O)NC2(CCC(C)CC2)C1=O (centres undefined)	1%	2%	1	-9%	-3%	-25%	-3.1	-3%
Cc1cc(C(=O)N/N=C/c2c(C)n(C)c3ccccc23)n[nH]1	-8%	-9%	-5	-10%	-1%	1%	-2.1	-1%
C/C(N)=C(/C#N)C(=O)COC(=O)C1CSC2(c3ccc(F)cc3)CCC(=O)N12 (centres undefined)	4%	-14%	5	0%	2%	-6%	1.8	3%
O=C(OC(C(=O)Nc1ccc(Cl)cc1C(F)(F)F)c1ccccc1)c1c(Cl)cccc1Cl (centres undefined)	1%	-20%	-6	30µM*	0%	?	-2.8	-13%
O=C(O)c1ccccc1N1C(=O)c2cccc3cccc(c23)C1=O	5%	-15%	6	-2%	1%	3%	-8.0	-4%
CCOC(=O)c1c(-c2ccccc2)cn2ccccc12	-3%	-30%[57.1 µM]	9	-6%	-1%	-4%	-3.7	-2%
CCC(C)(C)NC(=O)CCn1c(-c2ccccc2)cc(C(C)=O)c1C	-3%	3%	6	-4%	-2%	-12%	0.2	-1%
Cc1c(CN(C)C(=O)c2nn(C)cc2[N+](=O)[O-])cnn1C	-5%	-19%	-8	-5%	0%	8%	-0.7	7%
Cc1c(C(=O)NCCC2=CCCCC2)cccc1[N+](=O)[O-]	-9%	4%	-3	-2%	1%	-1%	-1.2	0%
CCNC(=O)C1CCCN(C(=O)c2ccc(C)c(F)c2)CC1 (centres undefined)	-3%	3%	3	-10%	nt	1%	-0.1	-7%
CC(C)C[C@@H](CN1CCCC1CN1C(=S)NC[C@@H]1Cc1ccc(O)cc1)N1C[C@H](Cc2ccc(O)cc2)N(CCc2ccccc2)C1=S (some centres undefined)	-15%	-4%	-11	-7%	nt	-29%	-1.3	15%

Compound activity deposited in PubChem BioAssay by National Center for Advancing Translational Sciences (NCATS).
